# Bioassay records from PubChem.
# NR2E3 ag-1: activates human photoreceptor nuclear receptor NR2E3. Q9Y5X4. GST-NR2E3/biotin-RetCOR TR-FRET, 1536-well. inhibition of corepressor binding, % at 4.78 µM. 0.12% of 320,000 active. AID 2300;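 active means percent inhibition above the cutoff of mean plus 3 SD of all tested compounds, set per screening campaign, cut at about 20% in these data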;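 further: 0% = DMSO wells and 100% = biotin wells as full block of FRET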
# Target sequence (Q9Y5X4 whole entry, looked up): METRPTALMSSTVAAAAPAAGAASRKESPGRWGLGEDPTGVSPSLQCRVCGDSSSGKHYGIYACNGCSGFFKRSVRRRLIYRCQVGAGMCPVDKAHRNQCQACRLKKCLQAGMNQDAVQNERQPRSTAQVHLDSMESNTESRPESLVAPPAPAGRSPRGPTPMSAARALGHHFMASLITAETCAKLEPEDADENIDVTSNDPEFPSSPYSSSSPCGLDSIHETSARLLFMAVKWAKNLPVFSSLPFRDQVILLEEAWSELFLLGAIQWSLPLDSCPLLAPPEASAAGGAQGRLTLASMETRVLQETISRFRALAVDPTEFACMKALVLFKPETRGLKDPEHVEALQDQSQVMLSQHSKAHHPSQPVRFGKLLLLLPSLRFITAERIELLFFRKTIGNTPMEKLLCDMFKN
#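 Assay system: NR2E3–RetCOR corepressor complex. Quantity: 1.35 nM GST-NR2E3. Buffer or medium: pH 7.5 Tris-based buffer. Reagent: biotinylated RetCOR corepressor at 7 nM final. Schedule: 5 h at 4 °C. Detection: TR-FRET, emission read at 617 and 671 nm. Replicates: one well per compound, singlicate testing.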
# MITF TRPM1 inh: inhibitors of MITF-driven TRPM1 promoter in melanoma cells. SK-MEL-5 TRPM1 promoter luciferase, 24 h. inhibition, % at 12.5 µM. 0.83% of 330,000 active. AID 488899;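 active means mean inhibition across replicates of 60% or more, whatever share of single replicates reaches that level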; further: values of inactives mirror those of a sister screen read the other way
# HIF-2a inh: HIF-2a inhibition. 786-0 RCC cells HIF-2a reporter, luciferase luminescence, overnight. inhibition, % at 18.8 µM. 0.72% of 360,000 active;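 active means inhibition of the luminescence signal of 40% or more relative to plate controls, in a single-dose primary screen at 18.75 µM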
# iPSC survival up: hiPSC single-cell survival enhancement | ATPlite luminescence; 100% = ROCK inhibitor wells, 0% = DMSO | survival enhancement, % at 20 µM | 0.044% of 360,000 active; in the data active means survival enhancement above about 18%;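 further: cells exposed to compounds for 16 hours before the ATP read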
# Peg3 prom inh: Peg3 promoter activity inhibition; AID 588405; 1.7% of 360,000 active; HeLa PEG-Prom luciferase reporter, luminescence, overnight; inhibition, % at 20 µM;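 active means inhibition of at least 50% at 20 µM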
# CF NFkB block: inhibitors of cystic fibrosis induced NF-kB. KKLEB NF-kB-GFP reporter, PAF-induced, GFP fluorescence overnight. 0.86% of 360,000 active. inhibition, % at 5 µM;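 active means at least 50% inhibition at 5 µM, scaled per plate between neutral and stimulator controls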;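 further: PAF is a Pseudomonas aeruginosa culture filtrate used as stimulus; plate controls were PAF-stimulated DMSO wells for no effect and unstimulated DMSO wells for full effect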
# Shn3 inh set2: inhibitors of Schnurri-3 3'UTR reporter in osteoblasts; Clone20 osteoblast Shn3 3'UTR firefly luciferase, 24 h; inhibition, % at 12.5 µM; 0.52% of 360,000 active; AID 588674;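 active means mean inhibition of at least 75% with every replicate also reaching 75%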;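 further: 0% = median of neutral control wells and 100% = pilot-screen positive control compound; some compounds past the cut are filed as inactive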
# NR2E3 ag-2: human photoreceptor-specific nuclear receptor agonism; AID 602229; 0.35% of 360,000 active; inhibition of corepressor binding, % at 3.98 µM; CHO-S Gal4-NCOR/VP16-NR2E3 two-hybrid, luciferase;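 active means inhibition above the mean of all tested compounds plus 3 SD, cut at about 70% in these data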;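 further: 0% = DMSO with NR2E3 transfected cells and 100% = cells lacking NR2E3 construct; higher means lower luciferase signal from less NR2E3 corepressor binding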
# aDG glyco up: alpha-DG glycosylation activation. AID 624168. activation, % at 10 µM. 0.22% of 360,000 active. Pro5-aDG cells, alpha-DG glycosylation AlphaScreen (IIH6); 0% Pro5, 100% B10-LARGE cell signal;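 active means activation of at least 8% versus controls, or a plate z-score of at least 8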;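 further: Pro5 are CHO cells carrying HIG-tagged alpha-DG that lacks glycosylation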
# TWEAK-Fn14 inh: TWEAK-Fn14 signaling inhibition; AID 1159606; inhibition, % at 10 µM; TWEAK-stimulated Fn14 reporter cells, luciferase luminescence, 8 h; 2% of 360,000 active; in the data active means inhibition above about 50%
# KKLEB tox: CF airway cell cytotoxicity counter-screen. AID 602141. 0.36% of 360,000 active. KKLEB CF airway cells viability, ATPlite luminescence, overnight; stronger effect = lower value; cells stimulated with P. aeruginosa culture filtrate. activity change (cytotoxicity), % at 5 µM;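 active means corrected activity change at or below -50% at 5 µM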
# Active calls of the source: *; · = not tested or not shown.
SMILES	NR2E3 ag-1	MITF TRPM1 inh	HIF-2a inh	iPSC survival up	Peg3 prom inh	CF NFkB block	Shn3 inh set2	NR2E3 ag-2	aDG glyco up	TWEAK-Fn14 inh	KKLEB tox
O=C1/C(=C/c2ccncc2)CCC/C1=C\c1ccncc1	·	96*	93*	90*	101*	86*	72	22	-0.1	103*	-36
CCc1ccc(NC(=O)CSc2nc3cc(C(=O)OC)ccc3c(=O)n2CC2CCCO2)cc1 (stereo not drawn)	1	29	20	-0.5	26	-8	48	-13	-0.1	-6	3
Cc1nc(SC(C)C(=O)Nc2cccc(C(F)(F)F)c2)c2c(C)c(C(=O)O)sc2n1 (stereo not drawn)	3	-5	17	-0.5	4	-20	0	-8	0.1	-23	8
COc1cccc(-c2csc(N3CCN(C(=S)Nc4cccc(Cl)c4)CC3)n2)c1	5	-14	-129	3.6	-33	-3	2	2	1.1	-21	7
COc1ccc(N2C(=O)NC(NS(=O)(=O)c3ccccc3)(C(F)(F)F)C2=O)cc1 (stereo not drawn)	-1	-13	8	-0.5	13	2	-1	34	0.6	-10	3
O=C(CN1C(=O)c2ccc([N+](=O)[O-])cc2C1=O)NCc1ccc(C(=O)O)cc1	4	-27	15	-0.4	2	7	6	-12	-0.1	-5	-2
O=C(O)c1ccccc1Oc1ccc(Oc2ccccc2)cc1	1	3	-60	0.2	-29	-9	-33	-18	0.0	8	17
CN(C(=O)CN1CCC(NC(=O)c2ccccc2Br)CC1)C1CCCCC1	0	-2	7	-0.4	-9	-12	2	-22	0.0	29	-6
CCn1c(SCc2cccnc2)nnc1-c1c[nH]c2ccccc12	0	11	-8	2.8	-2	-1	2	-33	0.0	14	-1
COc1ccc(OC(=O)COc2cccc(C)c2)cc1	3	13	22	-0.2	-10	-14	-15	26	0.2	-1	-3
Cc1ccc(NC(=O)C2(C)CCN2C(=O)Cc2ccc(C(C)C)cc2)cc1 (stereo not drawn)	·	·	13	-0.9	7	-2	-1	0	0.1	17	2
COc1ccc(CC(=O)NCc2nnc(SCC(=O)c3ccc(OC)cc3)n2C)cc1	2	11	4	-0.1	9	-12	7	-17	0.2	9	3
CCOc1ccc(NC(=O)CSc2nnc(-c3ccccn3)n2N)cc1	0	3	5	-0.5	14	8	-7	4	-0.3	12	-11
C[C@@H]1CN([C@H](C)CO)C(=O)CCCn2nncc2CO[C@@H]1CN(C)C(=O)Cc1ccccc1	·	·	4	-1.2	3	-22	1	-20	-0.2	-3	3
Cc1sc2ncn(CC(=O)NCCCC(=O)Nc3ccc(C(C)C)cc3)c(=O)c2c1C	1	0	7	0.0	39	4	8	-23	0.2	-14	2
COc1ccc(NC(=O)c2sc3ncn(CC(=O)N4CCN(c5ccccn5)CC4)c(=O)c3c2C)cc1OC	0	2	-1	0.3	21	35	4	-5	-0.1	-8	-7
CC(=O)N1CCN(C(=O)C(Cc2c[nH]c3ccccc23)NC(=O)c2ccccc2Cl)CC1 (stereo not drawn)	5	7	9	0.3	24	4	-17	-11	0.0	-1	4
O=C(NCCN1CCOCC1)c1cccc(S(=O)(=O)Nc2ccc(Br)cc2)c1	2	-4	2	-0.5	-5	-19	0	-15	0.5	3	7
O=C(Cc1ccccc1)Nc1ccc(NC(=O)c2ccco2)cc1	0	-45	-104	2.4	-115	-1	-7	-14	0.0	-9	5
Cc1ccc(NC(=O)CCC(=O)NNC(=O)c2ccco2)c(C)c1	-3	-4	-6	-0.3	-8	-14	-1	-14	-0.5	-2	16
COc1ccc2cc(C#N)c(SCC(=O)N3CC(=O)Nc4ccccc43)nc2c1	1	-8	-1	-0.6	23	12	9	-15	-0.3	-2	-9
Cc1[nH]c2ccc(-c3n[nH]c(=S)n3Cc3ccccc3)cc2c1C	0	-3	12	-1.5	-6	-28	15	-21	0.6	-22	12
CC1(C)NC(=O)N(CCCCOc2ccc(Br)cc2Cl)C1=O	-3	-12	-25	4.3	10	2	10	22	0.1	-33	-3
CCCCNC(=O)C1(C)CCN1C(=O)c1ccc(F)cc1Cl (stereo not drawn)	·	·	4	-0.3	-12	-17	15	-8	-0.2	-18	-13
CC1(C)Cc2c(sc(NC(=O)C(=O)N3CCCC3)c2C#N)CO1	0	5	-41	0.0	-19	4	-43	-34	-0.4	0	-8
COc1ccc2[nH]c(C(=O)N/N=C/c3cc(OC)c(OC)c(OC)c3)cc2c1	4	-29	-73	-0.1	-58	-18	-31	-28	-0.2	-32	-11
COC(=O)c1ccccc1NC(=O)NCc1ccco1	2	3	0	0.0	11	-4	-6	14	0.2	-1	-4
N/C(=N\OS(=O)(=O)c1ccc2ccccc2c1)c1ccccn1	·	8	-1	0.0	1	-7	-3	-14	-0.1	5	-5
Oc1ccc(Br)cc1/C=N/N1CCN(Cc2cccc3ccccc23)CC1	-3	10	15	-0.1	16	8	0	-20	-0.4	-3	-9
O=C(CSc1nnc(SCc2ccccc2)s1)N/N=C/C=C/c1ccccc1[N+](=O)[O-]	-1	10	-37	-0.8	-8	5	-12	-25	0.1	23	-14
COc1cc2nc3n(c(=O)c2cc1OC)-c1cc2ccccc2cc1C(=O)NC3Cc1ccccc1 (stereo not drawn)	·	·	4	4.2	-2	9	16	-8	-0.3	-3	-23
O=C1C=C(Nc2cccnc2)c2ccccc2C1=O	·	101*	17	1.5	25	54*	11	-7	3.0	2	10
Cn1c(=O)c2cc(NC(=O)CCc3cccnc3)ccc2n1Cc1cccc(C(F)(F)F)c1	·	·	11	0.1	8	18	20	13	0.1	29	-6
Cc1ccc(NC(=O)CSc2nnc(NC3CC3)s2)cc1S(=O)(=O)N1CCOCC1	·	·	13	-0.7	9	-22	4	9	0.1	-8	16
CC(C)(C)c1ccc(NC(=S)NCc2cccnc2)cc1	-1	-10	-13	-0.7	4	23	8	12	0.0	13	-9
CC(=O)c1ccc(N2CCN(C(=O)CCCn3c(=S)[nH]c4cc5c(cc4c3=O)OCO5)CC2)cc1	-2	11	18	2.2	9	-36	38	-15	-0.2	31	13
CCCCCCC(=O)NNC(=O)CC(=O)Nc1ccccc1C(=O)O	0	2	12	0.1	-8	-6	-16	7	-0.4	6	1
COc1ccc(-n2cc(-c3ccccc3)c3c(N4CC(C)OC(C)C4)ncnc32)cc1 (stereo not drawn)	-3	1	28	0.5	64*	82*	21	5	-0.7	40	-16
COc1cc(C=NOC(=O)Nc2ccccc2)cc(OC)c1OC	·	-14	-49	-1.9	-23	-6	-9	-21	0.2	-38	3
CC(C)(C)CN1CCC(Oc2cccc(C(=O)N3CCNC(=O)C3(C)C)c2)CC1	3	0	-8	0.0	-8	4	10	-19	0.0	22	-13

# Reprinted at random: two compounds from above, in no set order.
SMILES	NR2E3 ag-1	MITF TRPM1 inh	HIF-2a inh	iPSC survival up	Peg3 prom inh	CF NFkB block	Shn3 inh set2	NR2E3 ag-2	aDG glyco up	TWEAK-Fn14 inh	KKLEB tox
CC1(C)Cc2c(sc(NC(=O)C(=O)N3CCCC3)c2C#N)CO1	0	5	-41	0.0	-19	4	-43	-34	-0.4	0	-8
CCCCCCC(=O)NNC(=O)CC(=O)Nc1ccccc1C(=O)O	0	2	12	0.1	-8	-6	-16	7	-0.4	6	1

# Next structures
SMILES	NR2E3 ag-1	MITF TRPM1 inh	HIF-2a inh	iPSC survival up	Peg3 prom inh	CF NFkB block	Shn3 inh set2	NR2E3 ag-2	aDG glyco up	TWEAK-Fn14 inh	KKLEB tox
O=C(CC1CCCCC1)N1CCCC(c2nc(-c3ccc(S(=O)(=O)N4CCCC4)cc3)no2)C1 (stereo not drawn)	4	11	26	-0.7	34	2	51	26	0.3	45	4
CCOC(=O)COc1ccc2c(=O)c(-c3ccccc3OC)coc2c1	2	4	29	0.4	13	11	1	-23	-0.2	11	-5
O=C(CCc1nnc2ccc(NCc3ccco3)nn12)Nc1cc(F)ccc1F	0	17	-1	1.3	-1	22	-14	9	0.9	23	-9
N#Cc1c(N)n(CCNC(=O)c2ccc(Cl)cc2)c2nc3ccccc3nc12	3	-12	9	1.1	15	-4	1	17	0.1	8	0
O=C(NNC1CC(=O)N(c2ccc(F)cc2)C1=O)c1cccnc1 (stereo not drawn)	-5	5	8	-0.4	4	-13	5	-2	0.0	11	5
O=C(CSCc1cccc(Cl)c1)Nc1ccccc1-c1ccccc1	-3	-17	23	-1.5	26	-1	4	-25	0.8	-3	2
COc1ccc2c(c1)CCC1(C)CC(=O)C(Br)=C21 (stereo not drawn)	·	·	3	1.4	18	22	-4	-17	-0.1	-15	0
c1ccc(OCCCn2ccnc2)cc1	4	1	12	-0.7	-3	0	7	10	0.0	6	-10
O=C(CN1CCN(c2ccccn2)CC1)Nc1cc(C(F)(F)F)ccc1Cl	1	7	17	-1.5	12	8	9	6	0.4	-1	-8
CCOc1ccc(S(=O)(=O)N(C)c2ccc(OCC(=O)NCc3cccnc3)cc2)cc1	0	0	11	-1.4	30	4	20	-7	-0.7	7	-1
O=C(Nc1cccc2ccccc12)c1ccco1	·	·	-37	-1.5	-12	-18	6	-5	0.0	-3	8
CCOC(=O)c1c(C)n(CC)c2c1cc(O)c1ccccc12	1	-9	2	-0.4	2	4	12	-22	0.3	-15	2
CCCCN1C(=O)Nc2ccccc2S1(=O)=O	1	8	5	-1.0	-4	-1	7	26	-0.2	11	4
CC(=O)c1cccc(OCc2cc(C(=O)N(C)Cc3nccs3)no2)c1	·	·	-174	-2.0	-129	-4	-21	-76	-0.1	-20	-12
N#Cc1ccccc1OCC(=O)OCC(=O)Nc1ccc2c(c1)OCO2	3	9	12	-0.3	4	6	-2	-14	-0.3	6	2
O=C(CCc1cn(Cc2ccc(F)cc2)c2ccccc12)N1CCOCC1	3	8	12	-0.9	11	12	0	-1	0.1	-14	-14
O=[N+]([O-])c1ccc(O)c(C=Nc2cccc3ccccc23)c1	-2	40	1	-0.8	3	6	10	9	0.0	39	8
Cc1oc(-c2cccs2)nc1CS(=O)CC(=O)NCCCN1CC(C)CC(C)C1 (stereo not drawn)	3	·	1	0.4	1	8	3	-3	0.1	5	-11
CC(C)NC(=O)N(C)C[C@H]1Oc2cc(Br)ccc2S(=O)(=O)N([C@H](C)CO)C[C@H]1C	·	·	5	0.4	-3	1	-3	-2	0.1	5	-4
CCOc1ccc(NS(=O)(=O)c2ccc(C(=O)N(C)CC(=O)Nc3ccc(C)cc3)cc2)cc1	-1	11	13	1.2	10	21	6	-3	0.5	-5	-2
COc1ccc(C(=O)Nc2ccc(NC(C)=O)cc2)cc1S(=O)(=O)N1CCCC1	1	-7	21	0.1	7	-9	-7	-17	0.2	6	-7
Cc1noc(C)c1S(=O)(=O)Nc1ccc2c(c1)C(=O)N([C@H](C)CO)C[C@H](C)[C@@H](CN(C)C(=O)Nc1ccccc1)O2	·	4	-2	1.5	-8	-16	-3	-33	0.1	12	-2
COc1ccccc1N1CCN(C(=O)CSc2nnc(NC(=O)C(C)C)s2)CC1	-3	-7	7	-0.5	8	9	3	-9	0.0	15	-6
